Compound activity deposited in PubChem BioAssay by several laboratories.
UTI89 phage lysis – inhibition of K1F phage lysis, E. coli UTI89, bacterial capsule biogenesis inhibitors, alamar blue (AID 488966) | E. coli UTI89 K1F phage lysis, alamar blue, 2 h; higher % means a stronger effect | inhibition, % at 100 µM; hits with a dose series show IC50 in µM | hit rate 0.02% among 340,000;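 active means phage lysis inhibition, versus mean bacterial control, above a set limit; inconclusive means no clear call, values can overlap the other calls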;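 further: capsule biogenesis inhibitors block K1F phage lysis so surviving cells raise fluorescence; higher fluorescence means more inhibition of phage lysis; actives were called in the ten point dose series up to 300 µM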
Myeloid diff MLP – promotes myeloid progenitor differentiation; calls only at 10 µM; hit rate 1% among 360,000; ER-HoxA9 myeloid progenitors, lysozyme-GFP differentiation, flow cytometry;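 active means normalized GFP-positive differentiation at or above the plate's own cutoff, the solvent-only control mean plus 3 SD; inconclusive means no clear call, values can overlap the other calls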;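 further: cells exposed to compound for four days before flow analysis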
Hep lipid drop – hepatic lipid droplet formation modulation | hit rate 0.4% among 240,000 | AML12 mouse hepatocytes, oleate lipid droplets, BODIPY imaging | inhibition, % at 6.5 µM;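 active means lipid droplet intensity inhibited by at least 50%, with more than 500 cells counted; inconclusive means wells with under 300 cells, treated as cytotoxic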
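Material – mouse AML12 hepatocyte cell line, fixed after treatment · Compound dosing – one dose, 6.5 µM compound · Times – compound with oleate, overnight · Measured by – Image-based BODIPY and DAPI two-channel analysis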
Hep lipid drop cells 6.5 µM – further read-out of Hep lipid drop, marked with its call; cell count; measured here: cell count, cytotoxicity flag;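 cells counted across two imaged fields per well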
Myeloid diff MLP GFP+ MAC1+ % – further read-out of Myeloid diff MLP, marked with its call; GFP+ MAC1+ double positive, %; measured here: differentiation confirmed by MAC1 staining
* marks the source's active call; other numbers are inactive results; i = inactive; ? = inconclusive; . = no result given; [ ] = dose if it differs, or a comment. Some of the compounds tested, so the mix of outcomes need not match the whole.

SMILES	UTI89 phage lysis	Myeloid diff MLP	Myeloid diff MLP GFP+ MAC1+ %	Hep lipid drop	Hep lipid drop cells 6.5 µM
CC[C@H]1OC(=O)[C@H](C)[C@@H](O[C@H]2C[C@@](C)(OC)[C@@H](O)[C@H](C)O2)[C@H](C)[C@@H](O[C@@H]2O[C@H](C)C[C@H](N(C)C)[C@H]2O)[C@](C)(O)C[C@@H](C)C(=NOCOCCOC)[C@H](C)[C@@H](O)[C@]1(C)O	-7.0%	i	3.7	-4.5	652
CCc1ccc(NC(=O)CSc2nncn2-c2cccnc2)cc1	0.1%	i	1.1	15.4	781
COc1ccccc1CC(NC(C)=O)C(=O)NC1CCN(C(=O)Nc2ccccc2F)CC1 (stereo unspecified)	0.0%	i	1.4	6.0	796
COCCN1C(=O)C(=O)/C(=C(/O)c2ccc(S(=O)(=O)N3CCOCC3)cc2)C1c1ccc(O)c(OC)c1 (stereo unspecified)	0.1%	i	0.4	-1.6	762
COc1ccc(-n2nc(C(=O)NCC(=O)NCCCN3CC(C)CC(C)C3)c3ccccc3c2=O)cc1Cl (stereo unspecified)	0.5%	?	.	-14.1	787
CC(C)c1ccc(NC(=S)Nc2cccc3ccccc23)cc1	0.3%	i	0.8	-31.5	784
Cc1ccccc1NC(=O)N1CCC(NC(=O)C2CCCCC2)CC1	0.0%	i	3.6	-5.2	806
Cc1nc(CN(C)C(=O)CC2C(=O)NCCN2Cc2ccc(F)cc2)cs1 (stereo unspecified)	-0.1%	i	0.6	-6.0	671
Cc1ccc(S(=O)(=O)N2CCN(C(=O)Cn3nc(C)c([N+](=O)[O-])c3C)CC2)c(C)c1	-0.2%	i	3.1	0.4	800
CCC(C)c1ccc(C(C)NC(=S)NC2CCCCC2)cc1 (stereo unspecified)	0.0%	?	.	-5.3	774
Cc1cccc(OCC(=O)N(Cc2ccco2)C2CCS(=O)(=O)C2)c1 (stereo unspecified)	5.4%	i	4.4	-1.0	754
CCC1CCCCN1CCCNC(=O)CCC(=O)N1CCOc2ccccc21 (stereo unspecified)	5.8%	i	3.4	-1.0	769
CCC(C)NC(=O)C1CCN(S(=O)(=O)c2ccc(-n3cnnn3)cc2)CC1 (stereo unspecified)	0.5%	i	3.6	12.9	800
CCCCNc1ncnc2c1cnn2Cc1ccc(Cl)cc1	-0.1%	i	0.5	5.2	815
Cc1cc(OC(F)F)ccc1NC(=O)Nc1ccc2c(c1)OCO2	0.6%[50 µM]	i	0.0	7.9	856
CCn1c(SC(C)C(=O)Nc2nccs2)nnc1-c1ccncc1 (stereo unspecified)	0.2%	i	1.0	-0.4	641
Cc1ccc(C(=O)NC(=S)N2CCN(c3cc(C)ccc3C)CC2)cc1	-0.1%	i	1.4	-11.1	605
CC(C)Cn1cnc2c1c(=O)n(CC(=O)O)c(=O)n2Cc1ccccc1	-0.1%	i	0.5	13.8	867
CCc1ccc(NC(=O)Nc2cc(C(=O)O)ccc2N2CC3CC(C2)c2cccc(=O)n2C3)cc1 (stereo unspecified)	0.1%	i	3.6	-9.6	778
Cc1c(C(=O)N2CCOCC2)c(S(=O)(=O)Nc2cccc(F)c2)c(C)n1C	0.2%	i	2.9	3.5	644

Part of the list above, in markdown.
| mol | UTI89 phage lysis | Myeloid diff MLP | Myeloid diff MLP GFP+ MAC1+ % | Hep lipid drop | Hep lipid drop cells 6.5 µM |
| --- | --- | --- | --- | --- | --- |
| CCn1c(SC(C)C(=O)Nc2nccs2)nnc1-c1ccncc1 (stereo unspecified) | 0.2% | i | 1.0 | -0.4 | 641 |
| Cc1ccc(C(=O)NC(=S)N2CCN(c3cc(C)ccc3C)CC2)cc1 | -0.1% | i | 1.4 | -11.1 | 605 |
| CC(C)Cn1cnc2c1c(=O)n(CC(=O)O)c(=O)n2Cc1ccccc1 | -0.1% | i | 0.5 | 13.8 | 867 |
| CCc1ccc(NC(=O)Nc2cc(C(=O)O)ccc2N2CC3CC(C2)c2cccc(=O)n2C3)cc1 (stereo unspecified) | 0.1% | i | 3.6 | -9.6 | 778 |
| Cc1c(C(=O)N2CCOCC2)c(S(=O)(=O)Nc2cccc(F)c2)c(C)n1C | 0.2% | i | 2.9 | 3.5 | 644 |

Following part:
SMILES	UTI89 phage lysis	Myeloid diff MLP	Myeloid diff MLP GFP+ MAC1+ %	Hep lipid drop	Hep lipid drop cells 6.5 µM
COc1ccc(NC(=O)CNC(=O)c2ccco2)cc1	-0.3%	i	0.7	0.4	862
CS(=O)(=O)N(CCc1ccccc1)CC(=O)Nc1ccc(Br)cc1F	0.2%	i	0.6	-12.6	776
Cc1ccc(N(CC(=O)Nc2cc(C)ccc2C)S(C)(=O)=O)cc1	0.3%	i	0.3	1.2	807
CCn1c(SCC(=O)Nc2cc(C)on2)nc2c(c1=O)SCC2	0.3%	i	2.5	-4.6	765
O=C(CC1C(=O)NCCN1Cc1ccccc1C(F)(F)F)NC1CCCCCC1 (stereo unspecified)	3.0%	i	0.5	-2.6	740
CCN(CC)S(=O)(=O)c1ccc2oc(C(=O)NCCN3CCOCC3)c(C)c2c1	0.2%	i	4.1	-1.4	726
COC(=O)N1C(=O)[C@](c2ccsc2)(C(C)C)N1C(=O)OC	0.0%	i	0.5	1.3	753
OCCC1CN(Cc2ccc(F)cc2)CCN1CCCc1ccccc1 (stereo unspecified)	-0.1%	i	0.3	3.8	849
O=C(Cc1ccccc1)NCC(=O)N1CCc2ccccc2C1	0.2%	i	0.4	-0.6	831
O=C(c1cc2cc(Cl)ccc2oc1=O)N1CCN(c2ccccn2)CC1	0.1%	i	0.5	-2.9	853
CCc1cc2c3c(c(=O)oc2cc1OC(C)C(=O)O)CCCC3 (stereo unspecified)	-0.1%	i	1.0	10.1	826
CCc1ccccc1NC(=O)CN1CCN(CC(=O)Nc2cc(C)ccc2OC)CC1	0.2%	?	.	-1.6	764
CCn1ncc(CN2CCC(Oc3ccc(C(=O)N4CCCC4)cc3)CC2)c1C	1.2%	i	1.2	3.8	712
Cc1ccnn1CCC(=O)N1CCCC(Nc2ccc(F)c(F)c2)C1 (stereo unspecified)	0.2%	i	3.4	17.1	794
COc1ccc(N(CC(=O)N2CCCCCC2)S(=O)(=O)c2ccc(OC)c(OC)c2)cc1	0.7%	i	2.9	5.2	779
C[C@H](NC(=O)C1CCN(S(=O)(=O)c2ccccc2)CC1)C(=O)NCc1ccc(Cl)cc1Cl	1.7%	i	7.1	-5.6	782
Cc1cccc(NC(=O)CCN2C(=O)c3cccc([N+](=O)[O-])c3C2=O)c1	0.7%	i	0.5	2.1	827
COc1ccc(NC(=O)CSc2ccc3nnc(-c4cccnc4)n3n2)cc1	0.5%[50 µM]	i	1.2	-2.7	836
CC(/C=N/NC(=O)COc1ccccc1C)=N\NC(=O)COc1ccccc1C	0.4%	i	2.0	9.7	753
CCOc1ccccc1NC(=O)C1CCCN(S(=O)(=O)c2ccc(-n3cnnn3)cc2)C1 (stereo unspecified)	0.1%	i	0.5	-0.2	808
CC(C)[C@@H](NC(=O)OC(C)(C)C)C(=O)NCC1CCC(C(=O)N[C@@H](Cc2ccccc2)C(=O)O)CC1 (stereo partly specified)	0.9%[50 µM]	i	0.7	4.7	806
CCOC(=O)C(C)n1cnc2scc(-c3ccc(C)c(C)c3)c2c1=O (stereo unspecified)	0.6%	i	0.7	-2.3	821
COc1ccccc1NC(=O)Cc1ccsc1	0.4%[50 µM]	i	3.5	4.8	816
Cc1ccc(SCC(=O)Nc2nnc(C(C)(C)C)s2)cc1	0.0%	i	0.8	-0.5	814
O=C1COc2ccc(S(=O)(=O)N3CCN(c4cccc(C(F)(F)F)c4)CC3)cc2N1	0.1%	i	5.2	-44.6	735
O=C(NCc1ccc(F)cc1)c1cc2c(s1)CS(=O)(=O)C2	0.6%	i	2.1	-1.1	642
Cc1ccc(NS(=O)(=O)c2ccc3c(c2)NC(=O)CCS3)c(Cl)c1	2.0%	?	.	-1.5	671
O=C(Nc1ccc2c(c1)OCCO2)c1ccc(Cl)cc1	0.6%	i	0.5	-56.4	756
COc1ccc(OCC(=O)N2CCCC(CO)(CCOc3ccccc3)C2)cc1 (stereo unspecified)	0.0%	i	0.4	-3.1	682
O=C(COc1cccc(Cl)c1)NCc1ccccc1	-1.0%	i	0.3	13.8	872
CCN(Cc1ccncc1)C(=O)CCc1ccccc1	-2.9%	i	0.6	5.9	826
CN(C)c1cc(-c2ccccc2)nc(-c2ccccc2)n1	-0.6%	i	0.4	-6.6	789
CCCc1c(C(=O)N/N=C/c2sccc2C)nnn1-c1nonc1N	0.0%	i	1.3	0.8	751
COc1ccccc1CCNC(=O)CCCn1nc(C)c2c(C)n(-c3ccc(C)cc3)nc2c1=O	0.1%	?	.	4.4	695
COC(=O)[C@@H](NC(=O)c1cc(COc2cncc(Cl)c2)on1)c1ccccc1	0.0%	i	2.2	0.5	712
O=C(NNC(=O)C12CC3CC(CC(C3)C1)C2)c1ccccc1[N+](=O)[O-]	0.8%	i	7.0	8.6	761
CCOC(=O)Cn1c(=O)c(F)cn(Cc2ccc(OC)c([N+](=O)[O-])c2)c1=O	0.2%	i	0.4	-0.8	816
Cn1c(=O)c(C(N)=S)cn(-c2ccccc2)c1=O	0.1%	i	0.4	-5.0	856
CCOC(=O)c1c(C)[nH]c(C)c1S(=O)(=O)NCCN1CCN(c2ccccc2F)CC1	-0.1%	i	10.0	-14.7	704
CCOc1ccccc1N(C)S(=O)(=O)c1ccc2c(c1)CC(C)N2C(=O)C1CC1 (stereo unspecified)	-0.1%	i	0.4	-4.8	707
COc1cccc(COC(=O)C2CC(=O)N(Cc3ccco3)C2)c1OC (stereo unspecified)	0.1%	?	.	0.4	802
Cc1[nH]c(C)c(S(=O)(=O)N2CCN(c3ccccc3F)CC2)c1C(=O)N1CCCC1	0.0%	i	2.9	-6.7	748
Cc1ccc(CNC(=O)C2CCC(=O)N2Cc2ccc(F)cc2)cc1 (stereo unspecified)	0.3%	i	0.9	11.8	418
COc1ccc(OC)c(NC(=O)N2CCCc3ccccc32)c1	-0.2%	i	1.0	0.4	796
CCc1occc(=O)c1Oc1cc(NN2CCCCC2)c([N+](=O)[O-])cc1[N+](=O)[O-]	-0.1%	i	2.3	-14.8	821
O=S(=O)(c1cccc2nsnc12)N1CCN(Cc2ccccc2)CC1	0.6%	i	0.9	-1.9	821
CC1CCCC(C)N1C(=O)CNCc1ccc2c(c1)OCO2 (stereo unspecified)	-0.2%	i	0.5	4.0	804
COC(=O)Cn1c(=NC(=O)c2ccc(S(=O)(=O)N3CCOCC3)cc2)sc2cc(S(N)(=O)=O)ccc21	0.0%	i	1.4	7.1	848
COc1cc(C(=O)Oc2cccc(/C=N/NC(=O)c3cccnc3)c2)cc(OC)c1OC	0.0%	i	6.8	-0.9	811
CCOC(=O)C1CCN(C(=O)c2cc3cc(F)ccc3[nH]2)CC1	-1.1%[50 µM]	i	0.8	-1.8	825
Cc1cc(SCc2cccc(C(F)(F)F)c2)nc(=O)[nH]1	0.3%	i	1.7	-3.6	702
CCC(C)(C)NC(=O)c1cc(S(=O)(=O)N2CCc3ccccc32)cn1C	6.1%	i	6.2	-19.9	725
COc1cc(C(c2c(O)cc(C)[nH]c2=O)c2c(O)cc(C)[nH]c2=O)ccc1O	-0.2%[50 µM]	i	0.4	-1.8	815
COC(=O)c1ccccc1NC(=O)CN1CCCCCC1	0.4%	i	0.3	-0.7	816
CC(C)[C@H](NC(=O)c1ccccc1F)C(=O)Nc1ccc(F)c(F)c1	0.1%	i	1.2	-4.9	800
CCCC(=O)Nc1ccc2nn(-c3ccc(OC)cc3)nc2c1	0.8%	i	0.6	-2.7	773
COc1ccc(NC(=S)N2CCN(S(=O)(=O)c3ccc(F)cc3)CC2)cc1	1.1%[50 µM]	?	.	-4.7	645
NC(=O)c1nsc(C(=O)N(Cc2ccc(F)cc2)C(C(=O)NC2CCCC2)c2ccco2)c1N (stereo unspecified)	0.3%	i	2.9	-60.9	800
CCOc1ccccc1CN1CCC(N2CCOCC2)CC1	0.1%	i	0.3	-12.2	425
COc1ccc(/C=C/C(=O)Nc2ccc(S(=O)(=O)Nc3cc(C)nc(C)n3)cc2)cc1OC	0.4%	i	2.9	10.7	838
Next section.
SMILES	UTI89 phage lysis	Myeloid diff MLP	Myeloid diff MLP GFP+ MAC1+ %	Hep lipid drop	Hep lipid drop cells 6.5 µM
COc1cc(C(=O)NC2CC3CCCC(C2)N3Cc2ccccc2)cc(OC)c1OC (stereo unspecified)	-2.2%	i	0.6	12.5	827
O=C(O)c1nn(Cc2nc3ccccc3o2)c(=O)c2ccccc12	0.1%	i	0.8	0.7	817
COc1cc(OC)c(OC)cc1/C=N/n1c(COc2ccccc2)n[nH]c1=S	2.0%[50 µM]	i	0.4	-10.5	827
CCN(Cc1ccccc1)C(=O)CCc1nc(CN2CCN(C(=O)c3ccc([N+](=O)[O-])cc3)CC2)no1	0.1%	i	1.5	-21.9	652
O=C(c1ccsc1)N1CCCC(N2CCN(c3cccc(C(F)(F)F)c3)CC2)C1 (stereo unspecified)	1.0%[50 µM]	i	0.3	-0.6	707
COc1cccc(NC(=O)Nc2cc(C(=O)O)ccc2N2CC3CC(C2)c2cccc(=O)n2C3)c1 (stereo unspecified)	0.9%	i	2.0	25.6	777
